High-throughput results deposited in PubChem by Broad Institute.
esBAF inh: Bmi1 luciferase reporter increase in mESCs, primary screen, esBAF inhibitor project, mouse ES cells, Bmi1 luciferase knock-in, single point | 2% of 350,000 active | 24 h; 100% = twice the neutral-well signal | AID 602393, 2012 | reporter increase, % at 12.5 µM; in the data active means activation above about 40%;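 further: 0% = median of the plate's neutral control wells and 100% = double that signal; a rise in the Bmi1 reporter signal indicates esBAF inhibition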
SIRT5 block: SIRT5 desuccinylase inhibitors, primary screen, biochemical, fluorescence imaging, single point, set 5. NAD-dependent protein deacylase sirtuin-5, mitochondrial (Homo sapiens), Q9NXA8. Purified SirT5, succinyl-peptide AMC, trypsin-coupled fluorescence. inhibition, % at 15 µM. 1.1% of 330,000 active; in the data active means inhibition above about 15%
Target sequence (Q9NXA8 whole entry, looked up): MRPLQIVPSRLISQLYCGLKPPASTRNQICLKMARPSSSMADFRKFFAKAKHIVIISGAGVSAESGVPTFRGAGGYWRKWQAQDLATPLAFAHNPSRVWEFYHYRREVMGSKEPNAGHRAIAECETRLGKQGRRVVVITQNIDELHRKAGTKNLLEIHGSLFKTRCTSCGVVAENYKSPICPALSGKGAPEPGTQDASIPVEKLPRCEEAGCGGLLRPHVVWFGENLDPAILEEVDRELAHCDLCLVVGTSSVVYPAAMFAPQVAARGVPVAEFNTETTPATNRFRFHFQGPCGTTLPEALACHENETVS
Statin myotox sup: suppressors of statin myotoxicity in C2C12 myotubes, primary screen, cell-based, single point, plate reader; C2C12 myotubes + simvastatin, ATP luminescence, 48 h; scaled: DMSO 0, geranylgeraniol control 100; rescue of ATP level, % at 7.49 µM; 0.78% of 330,000 active; AID 602340, 2012;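 active means mean ATP rescue above about 67%, or every replicate alone reaching that limit, limit read from the data, passing the limit was not always enough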;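 further: myotubes were challenged with 10 µM simvastatin during compound exposure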
S100A4 inh HTS: inhibitors of S100A4-myosin IIA peptide binding, primary screen, biochemical, fluorescence polarization, TAMRA-MyoIIA peptide | inhibition, % at 10.7 µM | AID 652163, 2013 | 0.14% of 360,000 active | Protein S100-A4 (Homo sapiens), P26447;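 active means mean inhibition of at least 70% across replicates, with every replicate also reaching that level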
Target sequence (P26447 whole entry, looked up): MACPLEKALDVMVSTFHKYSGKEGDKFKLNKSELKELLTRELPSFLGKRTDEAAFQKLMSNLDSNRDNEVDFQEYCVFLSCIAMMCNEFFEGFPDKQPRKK
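Assay system: human S100A4 monomer with TAMRA-labelled myosin IIA peptide / Buffer or medium: Calcium-containing HEPES buffer, pH 7.2 / Reagent: TAMRA-labelled myosin IIA heavy-chain peptide probe, 5 nM / Compound: one dose per compound / Timing: polarization read 5 min after assay mix addition, stable 5–60 min / Benchmarks: neutral control DMSO, positive control TFP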
LGR2 inh: inhibitors of bursicon-induced LGR2 CRE-luciferase signal, primary screen, cell-based, HEK293, CRE-luciferase reporter, bursicon stimulation | Drosophila bursicon receptor LGR2 (rickets) | bursicon-stimulated, 4 h | inhibition, % at 9.99 µM | 0.35% of 380,000 active;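 active means drop in luminescence signal, shown as inhibition above about 50% in the replicate tests, limit read from the data, passing the limit was not always enough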;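 further: agonist challenge used bursicon conditioned medium at about half maximal strength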
FN deposition inh: inhibitors of fibronectin matrix deposition, primary screen, AH1F cells, Alexa488-fibronectin fluorescence, plate reader; AH1F fibroblasts, overnight; inhibition, % at 12.6 µM; 0.086% of 350,000 active; AID 743247, 2014;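 active means mean inhibition across replicates of 30% or more, regardless of how many single replicates reach that level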;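 further: positive control wells lacked labelled fibronectin entirely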
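Assay system: AH1F fibroblast monolayer, labelled fibronectin deposition. Amount: 10000 cells per well. Also added: labelled fibronectin 24 nM. Compound: single-point pinned compound. Incubation: cell attachment 1 h, compound and FN exposure overnight. Detection: fluorescence after three HBSS washes, excitation 485 nm, emission 525 nm. Read-out: inhibition of fibronectin deposition signal.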
Casp6 inh: human caspase-6 inhibitors, primary screen, biochemical, VEID-R110 fluorescence, single point, set 2. P55212. purified caspase-6, Z-VEID-R110 cleavage fluorescence. inhibition, % at 12.5 µM. 0.53% of 350,000 active. AID 686996, 2013;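 active means mean inhibition across replicates at least about 35%, with every replicate also reaching that limit, limit read from the data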;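 further: 0% = median of neutral control wells and 100% = no fluorescence left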
Target sequence (P55212 24-179 limits assumed): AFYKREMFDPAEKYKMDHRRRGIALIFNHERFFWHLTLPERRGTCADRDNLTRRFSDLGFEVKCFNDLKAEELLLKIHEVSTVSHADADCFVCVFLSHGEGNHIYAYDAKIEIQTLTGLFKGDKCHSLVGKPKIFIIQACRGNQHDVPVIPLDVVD
Target sequence (P55212 194-293 limits assumed): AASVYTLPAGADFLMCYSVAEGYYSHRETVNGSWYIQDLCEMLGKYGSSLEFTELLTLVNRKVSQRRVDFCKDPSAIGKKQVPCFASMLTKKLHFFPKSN
Starred values were filed as active, the others as inactive; / = not tested or not shown. This is a subset. The share of hits here may be higher or lower than overall.

mol	esBAF inh	SIRT5 block	Statin myotox sup	S100A4 inh HTS	LGR2 inh	FN deposition inh	Casp6 inh
CSCCC(NS(=O)(=O)c1ccccc1F)C(=O)N1CC=C(c2ccccc2)CC1 (stereo not given)	/	1	/	12	18	-8	1
Cc1ccc(N(C(=O)c2csnn2)C(C(=O)NC2CCCCC2)c2ccccn2)c(C)c1 (stereo not given)	-5	1	12	0	-5	0	/
O=C(CN1CCOCC1)Nc1nc2ccc([N+](=O)[O-])cc2s1	/	7	/	2	13	6	1
NC1=NC(=O)C(c2ccccc2)(c2ccccc2)S1	3	-3	-1	-9	8	-3	1
O=C([C@H](Cc1ccccc1)N1C(=O)c2ccccc2C1=O)N1CCOCC1	-2	-7	-6	-3	8	4	-9
CSc1cccc(CN2CCC(Oc3cccc(C(=O)N4CCCC4)c3)CC2)c1	0	1	-10	-5	7	/	-2
O=C(NCc1ncc(C(F)(F)F)cc1Cl)Nc1ccccc1	17	-1	8	-1	-15	-1	0
C[C@H](CO)N1C[C@H](C)[C@@H](CN(C)Cc2ccccc2)Oc2ccc(NC(=O)NC3CCCCC3)cc2CC1=O	4	2	25	-7	3	/	6
COc1ccc(-c2nc(N)ncc2-c2ccc(OC)c(OC)c2)c(O)c1	-5	-3	2	-3	-20	6	2
CN1CCN(C(=O)c2cc(Oc3c(F)c(F)c(F)c(F)c3F)cc(C(=O)N3CCN(C)CC3)c2)CC1	/	-1	/	0	/	-1	-2
CC(C)NC(=O)Nc1ccc2c(c1)C(=O)N([C@H](C)CO)C[C@H](C)[C@@H](CN(C)CC1CCCCC1)OCCCC[C@@H](C)O2	-3	1	/	19	8	-10	2
COc1cc2cc(c1Cl)N(C)C(=O)CC(OC(=O)C(C)N(C)C(C)=O)C1(C)OC1C(C)C1CC(O)(NC(=O)O1)C(OC)C=CC=C(C)C2 (stereo not given)	/	4	/	2	5	17	0
CCCC(=O)N1CC2(CN(C(=O)CC3CC3)C2)c2c(n(C)c3cc(OC)ccc23)[C@H]1CO	/	2	/	7	-5	/	-1
CCNC(=O)C1(C)CCN(C(=O)c2cccc(Cl)c2)C1 (stereo not given)	-4	-2	2	-13	3	3	-5
CNC[C@H]1Oc2ccc(NS(=O)(=O)c3c(C)noc3C)cc2CC(=O)N([C@@H](C)CO)C[C@@H]1C	-1	-8	6	-1	3	-1	1
COc1ccc(S(=O)(=O)Nc2ccc3c(c2)C(=O)N([C@H](C)CO)C[C@@H](C)[C@H](CN(C)C(=O)C2CCCCC2)OCCCC[C@H](C)O3)cc1	-5	9	/	-1	13	/	4
C[C@@H]1CN([C@@H](C)CO)C(=O)c2cc(NC(=O)Nc3ccc4c(c3)OCO4)ccc2O[C@@H]1CN(C)S(=O)(=O)c1cccs1	9	7	/	3	12	9	-1
CCOc1ccccc1N(CC(=O)Nc1cccc2ccccc12)S(C)(=O)=O	-1	-3	7	0	-10	0	0
O=C(NCCCN1CCOCC1)c1cc2c(s1)CSC2	-4	/	13	/	-7	6	/
C/C(=N\OCC(=O)OC(C)C(=O)Nc1ccc(C)c(S(=O)(=O)N2CCOCC2)c1)c1ccc2c(c1)OCO2 (stereo not given)	-7	3	-8	-3	6	/	0
O=C(NCCCCc1ccccc1)C1CC(c2cc(C(F)(F)F)cc(C(F)(F)F)c2)=NO1 (stereo not given)	8	-2	23	-1	-5	7	-1
CCCCC(=O)NC(=O)NC(c1ccccc1)c1ccccc1	-2	-2	17	0	-9	-2	1
COc1ccc(NC(=O)Nc2ccc3c(c2)[C@@H]2C[C@H](CC(=O)NCc4ccc(-c5ccccc5)cc4)O[C@@H](CO)[C@@H]2O3)cc1	10	-2	-96	13	10	-9	0
Nc1nc(CN2CCN(c3ccccc3F)CC2)nc(Nc2ccc3c(c2)OCCO3)n1	3	/	-12	/	4	/	/
C[C@@H]1CN([C@H](C)CO)C(=O)c2cc(N(C)C)ccc2O[C@@H](C)CCCCO[C@@H]1CN(C)C(=O)C1CCCCC1	3	5	-5	-9	-8	/	-4
CCOC(=O)c1cc(S(=O)(=O)NCCc2ccccc2)cn1C	-2	-3	3	1	-13	-5	3
CCCCCc1ccc(-c2cn(Cc3cccc(OC)c3)nn2)cc1	2	-1	-2	0	-43	-40	7
OC(Cn1cncn1)(Cn1cncn1)c1ccc(F)cc1F	-3	-2	-1	-3	-5	-4	7
CC1=NNC(=O)C1CCC(=O)N/N=C/c1ccccc1 (stereo not given)	/	-1	/	-1	4	7	4
Cc1occc1C(=O)N1CCN(Cc2ccccc2)CC1	-5	1	11	-3	-24	/	2

Grouped by structure, the compounds so far with fluorine (6)
mol	esBAF inh	SIRT5 block	Statin myotox sup	S100A4 inh HTS	LGR2 inh	FN deposition inh	Casp6 inh
CSCCC(NS(=O)(=O)c1ccccc1F)C(=O)N1CC=C(c2ccccc2)CC1 (stereo not given)	/	1	/	12	18	-8	1
O=C(NCc1ncc(C(F)(F)F)cc1Cl)Nc1ccccc1	17	-1	8	-1	-15	-1	0
CN1CCN(C(=O)c2cc(Oc3c(F)c(F)c(F)c(F)c3F)cc(C(=O)N3CCN(C)CC3)c2)CC1	/	-1	/	0	/	-1	-2
O=C(NCCCCc1ccccc1)C1CC(c2cc(C(F)(F)F)cc(C(F)(F)F)c2)=NO1 (stereo not given)	8	-2	23	-1	-5	7	-1
Nc1nc(CN2CCN(c3ccccc3F)CC2)nc(Nc2ccc3c(c2)OCCO3)n1	3	/	-12	/	4	/	/
OC(Cn1cncn1)(Cn1cncn1)c1ccc(F)cc1F	-3	-2	-1	-3	-5	-4	7

Later entries
mol	esBAF inh	SIRT5 block	Statin myotox sup	S100A4 inh HTS	LGR2 inh	FN deposition inh	Casp6 inh
COc1ccc(-c2csc(C(O)c3ccc(F)c(F)c3)n2)cn1 (stereo not given)	11	-9	12	0	-9	-1	3
CO[C@@H]1CN(C)C(=O)c2ccc(NS(=O)(=O)c3cccc(F)c3)cc2OC[C@@H](C)N(Cc2cc(F)ccc2F)C[C@H]1C	2	/	33	-29	13	-6	1
CN(C)S(=O)(=O)c1ccc(C(=O)OCC(=O)Nc2ccccc2OC(F)F)cc1	-4	/	-4	/	/	11	/
O=C(NC1CCC1)[C@H]1[C@H](CO)[C@H]2Cn3c(cccc3=O)[C@@H]1N2CC1CCCCC1	5	1	-9	-4	3	-4	1
O=C(NN=Cc1ccc(O)cc1)C(=O)NN=Cc1ccc(O)cc1	2	2	7	5	-4	5	0
C[C@@H]1CN([C@@H](C)CO)C(=O)c2cc(NC(=O)Nc3ccc(F)cc3)ccc2O[C@@H]1CN(C)C(=O)Nc1ccc(F)cc1	3	9	-42	8	-11	/	/
C/C(N)=C(/C#N)C(=O)COC(=O)CCS(=O)(=O)c1ccccc1	0	/	3	/	/	1	/
COc1ccc(C2/C=C\CN(C(=O)Oc3ccccc3)CC(=O)N2Cc2ccc(F)cc2)cc1 (stereo not given)	-46	-1	3	-1	0	13	-1
COc1ccc(-c2ccc3n(c2=O)C[C@@H]2[C@@H](CO)[C@H](C(=O)NCC4CC4)[C@H]3N2S(C)(=O)=O)cc1	-6	-93	-23	1	-13	/	3
CO[C@H]1CN(C)C(=O)c2cc(NC(C)=O)ccc2OC[C@H](C)N(Cc2ccc(F)cc2)C[C@@H]1C	3	-2	-14	2	-2	/	-1
O=C(O)C1C2C=CC(C2)C1C(=O)Nc1ccccc1Br (stereo not given)	2	-9	1	6	-3	0	48*
C=CCn1cc(C(=O)c2cc(Br)ccc2O)cc(C#N)c1=O	-5	2	6	-6	22	-2	-2
O=C(O)c1nn(CCOc2ccc(Cl)cc2Cl)c(=O)c2ccccc12	-7	-3	4	0	-12	5	-1
CC(=O)Nc1ccc(C(=O)COC(=O)CN2C(=O)NC3(CCCCC3C)C2=O)cc1 (stereo not given)	-7	0	7	-1	5	10	4
NS(=O)(=O)c1ccc(CCNC(=O)CNCCc2ccc(C(F)(F)F)cc2)cc1	-2	-3	3	4	-6	-3	-6
CCCC(=O)OCCNc1cc(Sc2nccn2C)c2nonc2c1[N+](=O)[O-]	-4	/	-262	/	42	12	/
O=c1[nH]c(/C=C/c2cccc(Br)c2)nc2ccccc12	/	-2	/	0	/	-4	-2
COc1cccc(NC(=O)N(CCN(C)C)C(C)c2cccnc2)c1 (stereo not given)	9	-2	5	-2	-7	7	-1
COc1ccc(/C=C2\S/C(=N/S(=O)(=O)c3cccs3)NC2=O)cc1	/	7	/	-3	8	2	-1
CCCC(=O)N1CCc2cc(OC)c(OC)cc2C1c1cc2cc3c(cc2[nH]c1=O)OCO3 (stereo not given)	4	/	9	/	/	-10	/
Cc1cc2nnc(SCC(=O)Nc3ccc(Cl)cc3)n2c(N)n1	-4	-1	-33	0	-6	-11	5
Cc1ccc(S(=O)(=O)N(C)C[C@H]2Oc3ccc(NC(=O)Cc4ccccc4)cc3C(=O)N([C@H](C)CO)C[C@H]2C)cc1	5	2	21	-4	-5	/	2
CN(c1ccc(C(=O)Nc2ccccn2)cc1)S(=O)(=O)c1ccccc1	25	-3	1	-1	-29	-5	-1
O=S(=O)(c1cc(C(F)(F)F)ccc1Cl)N1CCN(c2ncnc3ccccc23)CC1	/	-2	/	-9	15	12	2
CN(C)CCCNC(=O)C1(O)c2cc(Br)ccc2NC(=O)N1c1c(F)cccc1F (stereo not given)	-2	-2	-2	-6	-17	-1	-7
CN1c2ccc(Br)cc2[C@@H]2[C@@H](CCN2S(=O)(=O)c2ccccc2F)[C@@H]1CO	-6	2	-14	7	3	-6	2
CN(Cc1cccs1)C(=O)CNC(=O)c1ccco1	17	0	13	-1	0	2	0
CN1CCN(CCC(=O)N/N=C/C=C2\N(C)c3ccccc3C2(C)C)CC1	-2	1	-6	-22	-6	5	2

Complete entries from above:
Profile of C[C@@H]1CN([C@@H](C)CO)C(=O)c2cc(NC(=O)Nc3ccc4c(c3)OCO4)ccc2O[C@@H]1CN(C)S(=O)(=O)c1cccs1 → esBAF inh: 9; SIRT5 block: 7; Statin myotox sup: /; S100A4 inh HTS: 3; LGR2 inh: 12; FN deposition inh: 9; Casp6 inh: -1
Profile of NC1=NC(=O)C(c2ccccc2)(c2ccccc2)S1 → esBAF inh: 3; SIRT5 block: -3; Statin myotox sup: -1; S100A4 inh HTS: -9; LGR2 inh: 8; FN deposition inh: -3; Casp6 inh: 1
